# Compound activity (PubChem BioAssay)
# EPAC1 agonist = activates human EPAC1 exchange factor; EPAC1 agonist qHTS, biochemical assay; response scale: 100% = response to 6.5 mM cAMP; Potency, µM (highest dose often 154 µM), for inactives: at the top dose activation, actives largely listed as activators; hit rate 0.073% among 360,000; AID 720707; further: potency means the concentration at half of the fitted maximal effect; nearly all actives have a fitted effect of over 60% in size
#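 EPAC1 100 nM, Rap1B–BODIPY-GDP 250 nM, unlabeled GDP 50 uM; compound titration; 5 min RT; kinetic read ex480/em540 at 5-min intervals ×30 min; data normalized to 6.5 mM cAMP agonist control.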
# PLK1 PBD inh = PLK1 (human) polo-box domain binding inhibition | hit rate 2.8% among 360,000 | Plk1 PBD binding of FITC phosphopeptide, fluorescence polarization | Potency, µM, for inactives: max response, negative = inhibition, most hits filed as inhibitors | P53350; further: potency means the concentration at half of the fitted maximal effect; series mostly up to about 57 µM; on the % scale 0 is the no-effect control and ±100 the full control effect; nearly all actives have a fitted effect of over 65% in size
# Target sequence (P53350 whole entry, looked up, the tested form may be a part): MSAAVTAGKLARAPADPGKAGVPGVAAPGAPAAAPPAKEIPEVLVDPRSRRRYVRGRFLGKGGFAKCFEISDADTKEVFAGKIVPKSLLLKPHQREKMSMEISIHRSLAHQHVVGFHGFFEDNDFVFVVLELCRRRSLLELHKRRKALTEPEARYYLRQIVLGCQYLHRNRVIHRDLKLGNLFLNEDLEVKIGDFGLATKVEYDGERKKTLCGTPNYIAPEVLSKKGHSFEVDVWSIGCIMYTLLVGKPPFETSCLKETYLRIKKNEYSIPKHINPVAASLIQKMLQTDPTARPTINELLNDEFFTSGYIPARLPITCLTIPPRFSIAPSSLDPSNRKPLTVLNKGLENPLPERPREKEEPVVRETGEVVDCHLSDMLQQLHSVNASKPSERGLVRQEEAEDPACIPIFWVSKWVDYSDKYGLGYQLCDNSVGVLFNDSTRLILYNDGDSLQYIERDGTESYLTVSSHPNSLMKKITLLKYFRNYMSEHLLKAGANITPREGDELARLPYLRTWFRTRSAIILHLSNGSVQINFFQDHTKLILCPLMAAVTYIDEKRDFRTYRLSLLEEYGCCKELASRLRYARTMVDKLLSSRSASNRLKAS
# WRN inhibitor = WRN helicase (human) inhibition; WRN helicase unwinding, fluorescent forked duplex, kinetic; Potency, µM (doses to about 114 µM), inactives show at the top dose activity change, negative = inhibition, actives largely listed as inhibitors; hit rate 0.46% among 360,000; AID 651768; further: potency means the concentration at half of the fitted maximal effect; on the % scale 0 is the no-effect control and ±100 the full control effect; nearly all actives have a fitted effect of over 55% in size
#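 Enzyme (20 nM final) and test compound sit together 15 min at room temperature before substrate addition. Substrate is a single-forked duplex oligonucleotide (100 nM) labelled with fluorophore and quencher, with 2 mM ATP; helicase unwinding raises red fluorescence, read kinetically.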
# IL2 activator = IL-2 activation; hit rate 0.065% among 360,000; IL-2 activation reporter assay, cell-based qHTS; stimulated with anti-CD3/CD4/CD28 beads; in transgenic mouse T cells; activation, % (series mostly up to about 46 µM); in the data active means activation above about 50%; further: 0% is about no effect
#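 Screening format: compound pinned onto unstimulated transgenic mouse T cells, 60 min incubation, then anti-CD3/anti-CD4/anti-CD28 bead stimulation for 18 hours at 37 degrees C, followed by EGFP and DsRed detection.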
# EPAC1 antagonist = blocks human EPAC1 exchange factor. O95398. EPAC1 GEF assay, Rap1b-BODIPY-GDP exchange fluorescence. Potency, µM (titrated, usually from 115 µM), for the others: at the top dose activity change, negative = inhibition, usual class: inhibitors. hit rate 0.14% among 360,000. AID 720709;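 further: potency means the concentration at half of the fitted maximal effect; plate controls were vehicle for no effect and positive control for full effect; nearly all actives have a fitted effect of over 50% in size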
# PI5P4Ka inh = PI5P4K alpha (human) kinase inhibition; P48426; max response, %; hit rate 1.2% among 330,000; PI5P4Kalpha enzyme, ADP-Glo luminescence, 60 min; active compounds read low; active means max response of -50% or lower; further: value at the top dose of about 77 µM; on the % scale 0 is the no-effect control and ±100 the full control effect
# Target sequence (P48426 whole entry, looked up): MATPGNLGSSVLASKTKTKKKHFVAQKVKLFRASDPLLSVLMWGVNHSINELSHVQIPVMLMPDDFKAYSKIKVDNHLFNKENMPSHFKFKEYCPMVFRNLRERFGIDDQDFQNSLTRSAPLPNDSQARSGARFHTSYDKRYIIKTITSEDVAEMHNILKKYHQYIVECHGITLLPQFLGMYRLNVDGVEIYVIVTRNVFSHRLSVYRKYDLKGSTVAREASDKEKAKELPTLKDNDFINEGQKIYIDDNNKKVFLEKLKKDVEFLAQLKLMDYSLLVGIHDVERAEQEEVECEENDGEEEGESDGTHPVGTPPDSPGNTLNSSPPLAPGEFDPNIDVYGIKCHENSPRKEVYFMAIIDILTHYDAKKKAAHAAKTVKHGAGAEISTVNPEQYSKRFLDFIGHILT
#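 ADP-Glo luminescence end-point read after a 60 min room-temperature kinase reaction of PI5P4Kalpha plus substrate, initiated with ATP at 5 microM final. Buffer: 0.038 M HEPES pH 7.4, EGTA, 0.1% CHAPS, 5% DMSO.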
# Abeta yeast res = A-beta toxicity reversal in yeast; yeast expressing A-beta42, growth rescue, OD600, 48 h; response scale: 0% DMSO, 100% iron-clioquinol control; hit rate 0.063% among 410,000; Potency, µM (series often up to 46.1 µM), for the others: at the top dose growth rescue, actives largely listed as activators; AID 1347071; further: potency means the concentration at half of the fitted maximal effect; nearly all actives have a fitted effect of over 55% in size
#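 Growth rescue measured by 600 nm absorbance after 48 h yeast culture at 30 C with compound. Values normalized between DMSO and an equimolar ferric chloride plus clioquinol control.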
# FUS yeast rescue = rescues growth of FUS-expressing yeast | S. cerevisiae FUS-expressing, growth rescue, OD600, 24 h | Potency, µM (series often up to 76.6 µM), without a hit: at the top dose growth rescue (activation), actives largely listed as activators | hit rate 0.24% among 390,000 | AID 1347120;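 further: potency means the concentration at half of the fitted maximal effect; plate controls were DMSO vehicle for no effect and reference control for full effect; nearly all actives have a fitted effect of over 55% in size; some results filed as inactive show a strong effect at the top dose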
#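 FUS-expressing yeast, raffinose-pregrown, induced in 2% galactose minimal medium at OD 0.005; compounds in a dilution series, 24hr at 30C. Growth restoration read as absorbance at 600 nm. CP55940 positive control, DMSO negative.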
# Starred values were filed as active, the others as inactive; · = no result given; & = joins results of further samples; [ ] = dose if it differs, or a comment. Unless noted, the call rests on the fitted dose curve; in most records, active means well fitted curve in the direction sought with a large enough effect; inconclusive means small, poorly fitted or top-dose-only effect, or another doubt; inactive means no such curve, though single readings can be large; an effect the other way counts as inactive or inconclusive.
# Second line of a record: Abeta yeast res, FUS yeast rescue, IL2 activator, EPAC1 agonist, EPAC1 antagonist, PI5P4Ka inh, WRN inhibitor, PLK1 PBD inh
COc1ccc(NC(=O)CN2CCN(c3ccc(F)cc3)CC2)cc1
  -8%, 13%, 0.2, 5%, -8%, -8, 4%, 30µM*
Cc1cc(Br)ccc1NC(=O)CNC(=O)Cc1ccc(S(=O)(=O)N2CCOCC2)s1
  -9%, ·, 0.0, 0%, -4%, -17, -1%, 0%
Cc1ccccc1NC(=O)Nc1ccccc1C(N)=O
  -18%, 6%, -0.2, 11%, -7%, -8, 3%, 27µM*
NC(=O)c1nn(-c2ccccc2)nc1NC(=O)CN1CCOCC1
  16%, -10%, -1.2, 15%, 2%, 0, 2%, -9%
CCCCCC(=O)N1CC2(C)CN(C(=O)CCCCC)CC(C)(C1)C2=O
  11%, 1%, -2.4, 0%, 11%, -1, 2%, -2%
NC(=O)NC1(C(=O)O)CCCC1
  -6%, 21%, 1.1, 1%, 17%, 1, 10%, -2%
NC(=O)c1ccc(NC(=O)COC(=O)c2ccccc2Nc2ccccc2)cc1
  -6%, 7%, -1.3, 0%, -15%, -1, -5%, 4%
CCCOc1ccc(N2C(=O)CC(NNC(=O)c3ccc(COc4ccccc4)o3)C2=O)cc1 (stereo unspecified)
  -2%, 12%, -0.7, -11%, 1%, -14, -9%, 5%
Cc1cccc(C(=O)NCC(=O)OCC(=O)NCCNC(=O)COC(=O)CNC(=O)c2cccc(C)c2)c1
  -6%, 0%, 0.5, -1%, -8%, 2, -14%, -4%
COc1ccc(CCC(=O)NCc2ccccc2OC)cc1
  -13%, 3%, 0.2, -11%, 22%, 2, -11%[57.1 µM], -9%
O=C(CNc1ccc2ccccc2c1)N/N=C/c1ccc(C(=O)O)cc1
  26%, 22%, -1.0, 0%, -8%, 8, -15%, -1%
COc1ccc(C(CNS(=O)(=O)c2ccc(F)cc2)N2CCN(C)CC2)cc1 (stereo unspecified)
  5%, 4%, 3.8, -3%, 4%, -1, 1%, 0%
CC(=O)Nc1ccccc1OCC(=O)N(Cc1ccccc1)C(C)C
  19%, ·, -0.4, 2%, 2%, 4, -20%, -20%
CSCC[C@H](NC(=O)OC(C)(C)C)c1nnc(SCC=C(C)C)o1
  23%, 31%, -1.5, -5%, -23%, 0, -2%, -2%
O=C(CN(Cc1ccc(Cl)c(Cl)c1)S(=O)(=O)c1ccccc1)N/N=C\c1ccc2c(c1)OCO2
  -13%, 21%, -0.5, 8%, 2%, 0, -8%, 4%
O=C(CSc1ccc(Cl)cc1)Nc1nnc(-c2cccc([N+](=O)[O-])c2)s1
  2%, 2%, 0.0, -10%, 12%, 2, 4%, -6%
Cc1ccc(C(=O)Nc2nnc(S(=O)(=O)N3CCN(c4ccc(F)cc4)CC3)s2)cc1
  3%&-5%, 3%&-3%, -3.5, 6%, -7%, -5, -1%, -23%
CCOC(=O)c1c(CC(C)C)csc1NC=O
  24%, -2%, -0.1, -7%, -11%, 20, -9%, 1%
CS(=O)(=O)c1ccc(Nc2nc(C(N)c3ccccc3Cl)cs2)cc1 (stereo unspecified)
  -21%, -2%, -0.7, 5%, -11%, 3, 6%[57.1 µM], -16%
Cc1nc(N2CCN(C(=O)c3ccco3)CC2)c2c3c(sc2n1)CCCC3
  -19%, 17%, -2.8, 12%, -2%, ·, -18%, -12%
COC(=O)C1CC(=O)N(Cc2ccccc2)C1 (stereo unspecified)
  -1%, -6%, 0.6, 1%, 2%, 5, -5%, -5%
Cn1nc(C(=O)NCc2ccccc2)c2ccccc2c1=O
  1%, 7%, -1.7, -2%, 9%, 9, 4%, -4%
CC1CCCCN1C(=O)c1cc2ccccc2cc1O (stereo unspecified)
  4%, 11%, -4.2, 3%, -16%, 0, 3%, -15%
COc1ccc(OC(C)C(=O)N2CCN(c3ccccn3)CC2)cc1 (stereo unspecified)
  -2%, -2%, -0.6, -4%, 2%, 8, 4%, -22%
O=C(NCC1CCCO1)C(=O)NCC(c1ccco1)N1CCN(c2ccccc2)CC1 (stereo unspecified)
  0%, ·, -2.2, 2%, -14%, -7, 1%, -8%
COc1ccc(CN(C)C(c2ccccc2)c2nnnn2-c2ccccc2C)c(OC)c1C (stereo unspecified)
  2%, 20%, -0.8, 20%, -14%, 10, -10%, -3%
COc1ccccc1CNC(=O)C1CC(=O)N(C2CCCC2)C1 (stereo unspecified)
  4%, -16%, -0.7, 10%, 12%, ·, 4%, -5%
Cn1cccc1CC(=O)N/N=C/c1ccc(Cl)cc1
  0%, 28%, -0.7, -2%, 1%, 1, -30%, 0%
CCS(=O)(=O)c1ccc(O)c(NC(=O)/C=C/c2ccc(Cl)cc2)c1
  12%, 0%, -2.1, 7%, -2%, -6, -5%, -12%
CCC(C)NS(=O)(=O)c1ccc(NC(=O)CCC2CCCCC2)cc1 (stereo unspecified)
  -6%, 16%, 0.5, -9%, -15%, ·, -3%, -6%

# Reformatted as tab-separated lines: nine of the compounds above
Molecule	Abeta yeast res	FUS yeast rescue	IL2 activator	EPAC1 agonist	EPAC1 antagonist	PI5P4Ka inh	WRN inhibitor	PLK1 PBD inh
CS(=O)(=O)c1ccc(Nc2nc(C(N)c3ccccc3Cl)cs2)cc1 (stereo unspecified)	-21%	-2%	-0.7	5%	-11%	3	6%[57.1 µM]	-16%
Cc1nc(N2CCN(C(=O)c3ccco3)CC2)c2c3c(sc2n1)CCCC3	-19%	17%	-2.8	12%	-2%	·	-18%	-12%
COC(=O)C1CC(=O)N(Cc2ccccc2)C1 (stereo unspecified)	-1%	-6%	0.6	1%	2%	5	-5%	-5%
Cn1nc(C(=O)NCc2ccccc2)c2ccccc2c1=O	1%	7%	-1.7	-2%	9%	9	4%	-4%
CC1CCCCN1C(=O)c1cc2ccccc2cc1O (stereo unspecified)	4%	11%	-4.2	3%	-16%	0	3%	-15%
COc1ccc(OC(C)C(=O)N2CCN(c3ccccn3)CC2)cc1 (stereo unspecified)	-2%	-2%	-0.6	-4%	2%	8	4%	-22%
O=C(NCC1CCCO1)C(=O)NCC(c1ccco1)N1CCN(c2ccccc2)CC1 (stereo unspecified)	0%	·	-2.2	2%	-14%	-7	1%	-8%
COc1ccc(CN(C)C(c2ccccc2)c2nnnn2-c2ccccc2C)c(OC)c1C (stereo unspecified)	2%	20%	-0.8	20%	-14%	10	-10%	-3%
COc1ccccc1CNC(=O)C1CC(=O)N(C2CCCC2)C1 (stereo unspecified)	4%	-16%	-0.7	10%	12%	·	4%	-5%

# More entries.
# Second line of a record: Abeta yeast res, FUS yeast rescue, IL2 activator, EPAC1 agonist, EPAC1 antagonist, PI5P4Ka inh, WRN inhibitor, PLK1 PBD inh
Cc1ccc(C(C(=O)NCc2ccc(F)cc2)N(C(=O)c2csnn2)C2CC2)cc1 (stereo unspecified)
  10%, 22%, -0.1, 3%, 10%, -7, 5%, -2%
Cc1cc(C)n2nc(C(=O)OCC(=O)N(C)CC(=O)Nc3ccc(F)cc3)nc2n1
  -15%, 5%, -0.2, -2%, -18%, -4, 7%, 1%
Cc1cccc(C)c1NC(=O)CN(C)C(=O)c1cc(S(=O)(=O)N(C)C)ccc1N1CCCC1
  1%, 10%, -0.7, -1%, 11%, 6, 5%, -2%
CN(C)S(=O)(=O)c1ccc(C(=O)Nc2ccc(Cl)cc2)cc1
  3%, 12%, -4.9, -14%, -2%, 0, -3%, -1%
CCCCCCC1CC(=O)NC(=O)N1 (stereo unspecified)
  -10%, 6%, -2.6, 2%, 13%, 6, 2%, 3%
CCOc1ccc(/C(CCC(=O)O)=N/NC(=O)c2cccc(S(=O)(=O)Nc3ccccc3OC)c2)cc1
  -11%, 31%, -0.1, -1%, -6%, 6, -6%, 0%
CC(C)c1[nH]c(=O)c(C#N)c2c1CSC(C)(C)C2
  -7%, 15%, 3.2, 0%, -13%, 2, 6%, -26%
S=c1[nH]nc(-c2ccc3ccccc3n2)n1-c1ccc(Cl)cc1
  -7%, 14%, -0.7, -11%, -6%, -4, -16%, -19%
CCN(CC)S(=O)(=O)c1ccc2[nH]c(=O)cc(C(=O)Nc3ccccc3N3CCOCC3)c2c1
  4%, ·, -0.2, -3%, -10%, 8, -11%, -7%
CCOc1ccc(Nc2oc(-c3cccc(Cl)c3)nc2C#N)cc1
  17%, 7%, -0.3, 0%, -23%, ·, -7%, -3%
O=C(CSc1nc2ccccc2s1)NCCOc1ccccc1
  -6%, ·, -2.5, -7%, 6%, 0, 0%, -2%
CC1CCCCC1NC(=O)NC(=O)COC(=O)C1=NN(c2ccccc2)C(=O)CC1 (stereo unspecified)
  22%, 15%, -0.5, 0%, -26%, 0, 2%, -2%
CCC(CC)NC(=O)COC(=O)c1ccc(OCc2ccc(C(C)=O)cc2OC)c(OC)c1
  17%, 36%, -2.5, -36%[inhibitor], 15%, 8, -6%[57.1 µM], 0%
C[C@@H]1CN([C@H](C)CO)C(=O)CCCn2nncc2CO[C@@H]1CN(C)C(=O)OCc1ccccc1
  -5%, -6%, -0.9, -5%, 9%, 0, 3%, -22%
CCC(=O)NC1(C(F)(F)F)C(=O)Nc2c1c(=O)[nH]c(=O)n2CC(C)C (stereo unspecified)
  -17%, -3%, -0.6, 1%, 15%, 1, 1%, 2%
C=CCc1cccc(OC)c1OCCOCCNCCO
  -4%, 3%, -1.5, -3%, 0%, 3, 9%, 0%
COc1ccc(C(=O)C[C@@H]2OC3CCCCC3N2S(=O)(=O)c2ccc(C)cc2)cc1OC (stereo partly specified)
  -5%, 41%, 0.2, 5%, 1%, 5, 4%, -1%
Cc1ccc(CNC(=O)C2CC(=O)N(CCC(C)C)C2)cc1 (stereo unspecified)
  -11%, -18%, -0.3, -1%, 15%, -12, 1%, 2%
C=CCC1(/C=N/O)CCOC(C)(C)C1 (stereo unspecified)
  6%, -18%, 3.1, 4%, -13%, 3, -5%, -8%
COc1ccc(CCn2c(C)cc(C(=O)CSc3nnnn3-c3ccccc3)c2C)cc1
  -2%, 12%, -1.3, 3%, -2%, -5, -7%, -7%
CCc1ccccc1N1C(=O)CC(Sc2nccc(C)n2)C1=O (stereo unspecified)
  10%, -7%, -0.2, -3%, 1%, -5, 3%, 0%
Cn1c(=NN=Cc2ccccc2OCCO)sc2ccccc21
  2%, 20%, -3.6, -15%, -5%, 31, -2%, 5%
Cc1ccc(N/C=C2\CCCCC2=O)nc1
  4%, -18%, 1.0, 10%, 2%, -6, -7%, -2%
